Compound activity (PubChem)
KOR beta-arrestin-1 – kappa opioid receptor activators – cell-based, luminescence, uHTS, primary screen (AID 1777); activation, % at 10 µM, or EC50 in µM where a hit was titrated; 0.02% of 280,000 active; KOR beta-arrestin recruitment, luminescence; higher % means a stronger effect; in the data active means activation above about 50%, passing the limit was not always enough; further: a part of the inactive calls stands beside numbers as strong as those of hits
GPR55 LPI antagonism – GPR55 antagonists blocking LPI-driven arrestin recruitment, primary screen, imaging, U2OS, beta-arrestin-GFP, LPI agonist (AID 2013); U2OS GPR55 beta-arrestin-GFP translocation imaging, LPI antagonism; higher % means a stronger effect; inhibition, % at 10 µM; hits with a dose series show IC50 in µM; 0.13% of 290,000 active;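 active means spots per cell inhibited over 60%, with over 100 cells counted and total cytoplasm intensity under 500,000; inconclusive means wells with under 100 cells, flagged as likely toxic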;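 further: U2OS cells stably carrying GPR55 and arrestin-GFP stimulated by 5 µM LPI near EC80; imaged beta-arrestin-GFP aggregate spots per cell after agonist stimulation; plate controls were LPI-stimulated DMSO wells for no effect and DMSO wells without LPI for full effect; some results filed as inactive read as strong as hits; confirmed hits need IC50 under 10 µM and bright autofluorescent wells are also inconclusive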
NOD1 NF-kB reporter – inhibition of NOD1-driven NF-kB reporter – cell-based, luminescence, uHTS, primary screen (AID 1578) | NOD1-driven NF-kB luciferase reporter cells, luminescence; higher % means a stronger effect | inhibition, % at 4 µM; hits with a dose series show EC50 in µM | 1% of 290,000 active; in the data active means inhibition mostly above about 36%, no sharp cut-off; inactive means mostly below about 34%;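 further: HEK-293T reporter cells stimulated with the NOD1 agonist gamma-tri-DAP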
Myeloid diff MLP – promotes myeloid progenitor differentiation; 1% of 360,000 active; calls only at 10 µM; ER-HoxA9 myeloid progenitors, lysozyme-GFP differentiation, flow cytometry;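 active means normalized GFP-positive differentiation at or above the plate's own cutoff, the solvent-only control mean plus 3 SD; inconclusive means no clear call, values can overlap the other calls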;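 further: cells exposed to compound for four days before flow analysis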
KOR beta-arrestin-2 – KOR antagonists, beta-arrestin recruitment, cell-based, luminescence, uHTS (AID 1778); KOR beta-arrestin recruitment, luminescence, antagonist mode; higher % means a stronger effect; one-dose inhibition, % at 10 µM; IC50 in µM for titrated hits; 0.091% of 290,000 active; further: strong numbers were not always called active
GPR55 activation – GPR55 agonists via beta-arrestin recruitment, primary screen, imaging, U2OS cells, beta-arrestin-GFP redistribution (AID 1961); U2OS GPR55 beta-arrestin-GFP redistribution imaging; higher % means a stronger effect; activation, % at 10 µM, or EC50 in µM where a hit was titrated; 0.048% of 290,000 active;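 active means activation above 40% with more than 50 cells counted in the well; inconclusive means wells holding fewer than 50 cells, flagged as toxic or sparse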;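 further: U2OS osteosarcoma cells stably expressing GPR55 and beta-arrestin-GFP; plate controls were DMSO negative control for no effect and LPI positive control for full effect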
NTR1 agonist – agonists of NTR1, primary screen, imaging, U2OS cells, beta-arrestin-GFP, high content (AID 493036) | P30989 | NTR1-U2OS beta-arrestin-GFP spot imaging, agonist mode | activation, % at 20 µM | 0.17% of 330,000 active;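 active means activation at or above 40% of the spot to cytoplasm intensity ratio, with at least 20 cells analyzed; inconclusive means wells under 20 cells, flagged as cytotoxic or low count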;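 further: 0% = DMSO without peptide and 100% = 100 nM NTR1 peptide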
Target sequence (P30989 whole entry, looked up): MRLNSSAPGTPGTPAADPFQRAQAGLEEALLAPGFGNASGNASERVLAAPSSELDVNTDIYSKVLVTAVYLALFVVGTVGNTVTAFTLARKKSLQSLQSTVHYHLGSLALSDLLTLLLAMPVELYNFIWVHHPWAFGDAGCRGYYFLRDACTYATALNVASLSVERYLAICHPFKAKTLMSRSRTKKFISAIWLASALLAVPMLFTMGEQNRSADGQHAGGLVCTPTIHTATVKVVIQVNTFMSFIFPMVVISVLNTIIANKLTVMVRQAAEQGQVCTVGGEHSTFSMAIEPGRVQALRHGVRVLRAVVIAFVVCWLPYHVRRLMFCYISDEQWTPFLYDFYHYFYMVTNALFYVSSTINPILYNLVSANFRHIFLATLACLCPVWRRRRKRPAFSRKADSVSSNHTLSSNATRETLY
T cell HTS – T cell immune modulators affecting CD8 T cell-vesicle binding | 2C CD8+ T cell-vesicle binding, flow cytometry; hits give low values | 0.068% of 330,000 active | calls only at 7 µM;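 active means response, share of CD8 T cells binding vesicles, and their 90th percentile fluorescence all below set limits, cut at about 80% in these data, passing the limit was not always enough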
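Material: 2C TCR transgenic mouse naive CD8+ T cells, MACS-purified. Also added: QL9-charged Drosophila Ld/ICAM-1/B7-1 vesicles. Timing: binding 1.5 h at 37 °C. Measured by: high-throughput flow cytometry with anti-B7-1 and anti-CD8 staining. Read-out: percent CD8+ FL2 mean versus row control. Controls: Unloaded micro-vesicles (low), QL9 vesicles with 0.7% DMSO (high).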
NOD2 inhibition – NOD2 signaling inhibitors, cell-based, luminescence, uHTS, HEK293 (AID 1566); HEK293 NOD2/NF-kB luciferase reporter, luminescence; higher % means a stronger effect; inhibition, % at 4 µM; hits with a dose series show EC50 in µM; 0.63% of 290,000 active; further: many of its hits are not listed in these tables
T cell HTS vesicle-bound % – also measured in T cell HTS; calls as there; double positive events, %; measured here: CD8+ vesicle-bound cell fraction;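 binding gate set so that unloaded-vesicle control wells show 10% double positive cells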
NTR1 agonist cell count 20 µM – further read-out of NTR1 agonist, marked with its call; cell count; measured here: cell count, cytotoxicity flag
Myeloid diff MLP GFP+ MAC1+ % – further read-out of Myeloid diff MLP, marked with its call; GFP+ MAC1+ double positive, %; measured here: differentiation confirmed by MAC1 staining
Starred values were filed as active, the others as inactive; i = inactive; ? = inconclusive; / = not tested or not shown; [ ] = remark or other dose. Unless noted, no stated cut-off is given here; in the data, active means inhibition above about 50%; inactive means the rest. Not all compounds are listed; the hit share may differ from the screen's.

Compound	KOR beta-arrestin-1	GPR55 LPI antagonism	NOD1 NF-kB reporter	Myeloid diff MLP	Myeloid diff MLP GFP+ MAC1+ %	KOR beta-arrestin-2	GPR55 activation	NTR1 agonist	NTR1 agonist cell count 20 µM	T cell HTS	T cell HTS vesicle-bound %	NOD2 inhibition
CN(C(=O)COC(=O)c1cc[n+]([O-])cc1)c1ccccc1	-0.5%	17%	-27%	/	/	11%	0.2%	-0.4	80	i	10	8%
CC1CC(=O)C2=C(C1)OC(N)=C(C#N)C2c1coc2ccccc2c1=O (stereo unspecified)	-3.6%	-4%	0%	i	0.6	-31%	-0.1%	-0.8	61	i	30	13%
COc1ccc(OCC(=O)Nc2ccc3nc(C)sc3c2)cc1	-0.6%	17%	-26%	i	0.2	-3%	-0.1%	-0.1	58	i	47	-1%
NS(=O)(=O)c1ccc(-c2ccc(/C=N/NC(=O)c3ccc([N+](=O)[O-])cc3)o2)cc1	0.6%	-8%	-10%	i	2.2	32%	-0.1%	8.7	45	i	15	5%
CCn1c(CSc2nnc(-c3ccncc3)n2C)nc2cc(C(=O)O)ccc21	-0.1%	12%	-2%	i	0.8	-10%	0.0%	2.3	70	i	33	17%
CCOc1cc(C(=O)NCc2ccc3c(c2)OCO3)cc(OCC)c1OCC	4.1%	4%	-28%	i	0.9	-11%[20 µM]	-0.2%	-0.9	56	i	45	-8%
Cc1cccc(C)c1N1CCN(C(=O)c2ccc3c(c2)OCO3)CC1	9.0%	-19%	-18%	i	1.0	-8%	-0.1%	0.4	39	i	22	-25%
O=C(O)c1ccc2c3c(ncnc13)-c1ccccc1C2=O	5.8%	-18%	3%	/	/	-23%	-0.5%	0.6	39	i	18	11%
COc1ccc2c(c1OC)C(=O)N(c1ccc3c(c1)CCC3)C2=O	9.3%	-6%	-31%	i	14	11%	-0.3%	11	62	i	6	5%
Cc1c(Cl)cccc1-c1ccc(C(=O)N2CCN(c3ccc([N+](=O)[O-])cc3)CC2)o1	-2.1%	11%	-7%	i	0.8	-8%	-0.2%	0.7	44	i	19	13%
Cc1ccc(CNC(=O)CCNS(=O)(=O)c2ccc(Br)s2)cc1	-7.9%	7%	-29%	i	0.5	10%	-0.4%	-0.1	27	i	53	4%
CC1=Nn2c(nc3sc4c(c3c2=O)CCCC4)SC1	-0.6%	3%	23%	i	0.7	-12%	-0.2%	3.1	56	i	4	17%
Cc1ccc(C)c(CSc2ccc3nnc(-c4ccccn4)n3n2)c1	-3.6%	-4%	-31%	i	1.1	-29%	-0.4%	9.0	58	i	40	26%
CN(C)c1ccc(C(O)P(=O)(OC2CCCCC2)OC2CCCCC2)cc1 (stereo unspecified)	3.6%	0%	-8%	i	0.6	-34%	-0.3%	-0.3	58	i	30	1%
CCN1CCN(C(=O)c2cc(COc3ccc(C(C)=O)cc3OC)on2)CC1	6.7%	4%	-79%	i	0.7	17%	-0.1%	0.5	66	i	38	-33%
Cc1nc2sc(C(c3cccs3)N3CC(C)CC(C)C3)c(O)n2n1 (stereo unspecified)	1.7%	-11%	8%	i	3.4	-29%	-0.1%	4.8	68	i	20	2%
Cc1ccc(C)c(Cn2c(C(C)O)nc3ccccc32)c1 (stereo unspecified)	-1.2%	5%	-9%	i	0.4	-24%	0.0%	-0.1	41	i	26	-4%
O=C(COC(=O)/C=C/c1ccco1)Nc1cccc([N+](=O)[O-])c1	-5.8%	10%	2%	i	1.0	-32%	-0.4%	/	/	i	35	14%
CCNC(=S)/N=C(/Nc1ccc(OC)cc1)Nc1nc(C)cc(C)n1	7.8%	5%	4%	i	0.4	-11%	0.5%	0.2	45	i	22	8%
O=C(c1ccc(Cl)c(NC2=NC3CS(=O)(=O)CC3S2)c1)N1CCN(c2ccc(F)cc2)CC1 (stereo unspecified)	0.2%	9%	-10%	?	/	-48%	-0.1%	0.1	74	i	8	14%
O=C(O)c1ccc(-n2nc(C(F)(F)F)c3c2-c2ccoc2CC3)cc1	-4.0%	10%	10%	i	0.4	-35%	-0.1%	-1.4	97	i	19	11%
O=C(CCCCCBr)N1CCC(CC2CC(c3cccc(Br)c3)=NO2)(C(=O)NCC2CCCCC2)CC1 (stereo unspecified)	4.8%	7%	-9%	i	0.1	3%[20 µM]	-0.3%	1.6	57	i	60	5%
O=C(c1ccc2nc(N3CCCCC3)sc2c1)N1CCN(Cc2ccc3c(c2)OCO3)CC1	-0.8%	10%	-12%	i	3.6	-20%	-0.3%	2.0	59	i	36	1%
Cn1c(=O)c2c(nc(Cc3ccccc3)n2C)n(C)c1=O	2.6%	6%	2%	i	0.5	-10%	0.2%	-0.5	32	/	/	3%
COc1cc(NC(=O)C23CC4CC(C2)CC(n2nnc(C)n2)(C4)C3)c(OC)cc1Cl	0.9%	-3%	-11%	i	0.8	-27%	-0.2%	5.5	97	i	4	1%
c1ccc(-n2nnnc2-n2ccnc2)cc1	-2.5%	-16%	-12%	i	0.9	17%	-0.1%	-0.4	37	i	5	8%
Cc1ccc(-c2nc3ccccn3c2Nc2ccccc2)o1	-7.4%	14%	-23%	i	1.1	-6%	0.4%	3.7	48	i	21	11%
CCOC(=O)N1CCN(C(=O)CCc2nc3sc4c(c3c(=O)[nH]2)CCCC4)CC1	1.7%	2%	5%	i	1.0	17%	0.4%	1.6	45	i	51	24%
CCN1CCN(c2nc3sc4c(c3c3ncnn23)CC(C)CC4)CC1 (stereo unspecified)	-3.6%	6%	-44%	i	0.9	-15%	0.3%	1.8	47	i	56	-20%
CCC(C(=O)NCc1ccco1)N(C(=O)CNS(=O)(=O)c1ccccc1)C1CCCCC1 (stereo unspecified)	-0.3%	-4%	25%	i	1.1	0%	-0.2%	-0.1	56	/	/	21%
CC(=O)N(c1ccc(Br)cc1)C1C=CS(=O)(=O)C1 (stereo unspecified)	-2.0%	5%	3%	i	2.8	16%	-0.3%	-4.7	46	i	34	7%
Cc1ccc(Cc2cnc(NC(=O)c3ccco3)s2)cc1	-2.9%	7%	-51%	i	1.3	-43%	-0.2%	9.7	55	i	66	-189%
O=C(CN1CCC(NC(=O)c2ccco2)CC1)Nc1ccccc1[N+](=O)[O-]	2.1%	-17%	-32%	/	/	-39%	0.6%	1.6	47	i	47	7%
CCCc1cc(=O)oc2c3c(c(Cl)cc12)OCN(CCCO)C3	6.0%	-2%	6%	/	/	6%	-0.1%	1.0	90	i	27	-65%
Cc1cc(C)c2c(CN3CCN(CCO)CC3)cc(=O)oc2c1	-0.9%	9%	18%	i	1.0	10%	0.4%	0.6	87	i	27	-14%
COCCN1C(=O)/C(=C2/C(=O)N(CC(=O)Nc3ccccc3Cl)c3ccccc32)SC1=S	-1.8%	17%	-25%	?	/	10%	-0.2%	1.8	55	i	64	5%
COc1ccc(CC(=O)N(C)Cc2ccc(C(C)(C)C)cc2)cc1S(=O)(=O)N1CCOCC1	-2.8%	5%	-11%	i	2.6	42%	0.3%	0.3	65	i	57	10%
Cc1ccc(N/C=C/C(=O)c2ccccc2)cc1C	5.5%	?	-57%	i	0.5	-8%	-0.2%	3.4	47	i	57	-135%
COc1ccc(OC2CCN(S(=O)(=O)c3cccc(F)c3)CC2)cc1	-1.4%	2%	-12%	i	0.7	-12%	0.6%	3.7	100	i	31	-9%
COc1ccccc1OC1OC2COC(c3ccco3)OC2C(O)C1NC(C)=O (stereo unspecified)	-4.7%	18%	-12%	i	0.4	12%	0.6%	0.4	53	i	53	9%
COc1ccc(S(=O)(=O)Nc2nncs2)cc1	0.5%	3%	-28%	i	0.5	-2%	-0.1%	2.5	73	i	28	-1%
Cc1cc(C)n(CC(=O)NC2CCCN(Cc3ccc(Cl)cc3)C2)n1 (stereo unspecified)	3.7%	5%	-36%	i	2.1	-22%	0.3%	-0.6	56	i	24	-2%
N#C/C(=C\c1ccncc1)c1nc2c(s1)CCCC2	-0.5%	4%	-10%	i	0.4	11%	0.5%	2.2	85	i	21	-2%
CC(C)(C)NC(=O)COC(=O)c1ccccc1OCC(=O)Nc1ccc(Br)cc1	-0.3%	0%	-11%	i	0.2	-9%	-0.2%	0.1	82	i	58	-47%
COC(=O)c1ccsc1NC(=O)C1=COCCO1	1.1%	-13%	4%	i	1.5	5%	-0.1%	-1.5	56	i	48	8%
c1ccc(CNc2nc(-c3ccccc3)nc3ccccc23)cc1	-1.6%	-3%	-28%	i	0.5	-35%[20 µM]	0.0%	16	49	i	42	20%
COC(=O)c1ccc(S(=O)(=O)N(CCO)Cc2ccccc2)n1C	1.5%	12%	-5%	i	0.7	20%	0.0%	-0.8	47	i	5	5%
Cc1ccc2cc(C#N)c(N3CCCN(C(=O)c4cnccn4)CC3)nc2c1	4.8%	3%	-10%	i	0.3	4%	-0.1%	-0.6	44	i	19	9%
Cc1cccc(N(CC(=O)NC2CC2)S(=O)(=O)c2ccc(Cl)cc2)c1	-1.0%	29%	-15%	i	2.7	9%	-0.1%	0.7	71	i	19	5%
CSc1nnc2c3cc(F)ccc3n(Cc3ccccc3)c2n1	4.3%	-1%	-2%	i	1.1	-91%	-0.1%	5.1	86	i	26	-10%
Cc1cc2nc(-c3ccc(SCC(=O)Nc4ccc(S(=O)(=O)NC5CC5)cc4)nc3)[nH]c2cc1C	-6.2%	3%	-48%	i	0.6	25%	0.2%	3.0	62	i	41	-175%
Cc1ccc(C)c(NC(=S)NCCN(C2CCCCC2)C2CCCC2)c1	-3.6%	31%	0%	i	0.4	-13%	-0.3%	1.7	44	i	26	-9%
Cc1ccccc1OCc1nc(C#N)c(N2CCCC2)o1	/	17%	36%	i	1.0	19%[20 µM]	-0.1%	1.9	54	i	15	-9%
Cc1ccc(NC(=O)N2CCc3ccccc3C2)c(C)c1	-6.6%	0%	-16%	i	2.0	-4%	-0.1%	0.8	47	i	10	-12%
COCCn1c(=O)[nH]c2cc(C(=O)Nc3cc(OC)c(OC)c(OC)c3)ccc2c1=O	1.8%	8%	-41%	i	2.6	19%	0.4%	-1.4	41	i	17	2%
